Bioassay records (PubChem)
cardiac RTF act – cardiac RTF calcium sensitivity activators, primary screen, biochemical, IANBD-TnC fluorescence, EC20 calcium; Troponin I, cardiac muscle (Homo sapiens) + Troponin T, cardiac muscle (Homo sapiens) + …; IANBD-labeled TnC RTF fluorescence at EC20 calcium; 0% EC20 calcium, 100% full calcium; activation, % at 7.2 µM; hit rate 0.24% among 340,000;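 active = activation above the mean over all tested compounds plus 3 SD, cut at about 30% in these data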;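 also: rise in fluorescence read as greater calcium sensitivity of cardiac thin filaments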
CAL PDZ FP-1 – untagged CAL PDZ binding inhibitors, primary screen, biochemical, fluorescence polarization, HTS. Golgi-associated PDZ and coiled-coil motif-containing protein (Homo sapiens), Q9HD26. purified CAL PDZ, TMR-peptide fluorescence polarization, 1 h. inhibition, % at 24.9 µM. hit rate 0.92% among 300,000. AID 602252, 2012;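 active = mean inhibition of at least 30% with at least half of replicates also reaching 30%; inconclusive = no clear call, values can overlap the other calls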;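 also: 0% = DMSO neutral control and 100% = excess unlabeled competitor peptide PRC23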
Tat transport – E. coli Tat export inhibitors, primary screen, MC4100, TorA-mCherry reporter, fluorescence, single point | inhibition, % at 10 µM | hit rate 0.036% among 340,000;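 active = mean replicate inhibition at least 50% and at least half of replicates individually reaching 50%; inconclusive = only one of the two criteria met; inactive = neither criterion met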;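 also: exported cargo escapes ClpAP degradation while cytoplasmic cargo is degraded and loses fluorescence; 0% = median of neutral control wells and 100% = median of NaSCN control wells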
MITF act – activators of MITF-driven TRPM1 promoter reporter, primary screen, cell-based, SK-MEL-5, luciferase, single point; SK-MEL-5 TRPM1-promoter luciferase, 24 h; % of positive control, neutral wells = 0; activation, % at 12.5 µM; hit rate 0.75% among 300,000; AID 588334, 2011;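 active = mean activation of at least 80% with every replicate also reaching 80%; inconclusive = mean reaches 80% but some replicate falls short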;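 also: 0% = neutral control wells and 100% = parthenolide positive control wells; values of inactives mirror those of a sister screen read the other way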
Wnt act – Wnt/beta-catenin pathway activators, primary screen, cell-based, plate reader, single point | Wnt/beta-catenin reporter cell assay, activator | activation, % at 9.35 µM | hit rate 1.2% among 300,000 | AID 743398, 2014; in the data active = activation above about 30%, passing the limit was not always enough; inconclusive = no clear call, values can overlap the other calls;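 also: 0% = neutral control wells and 100% = positive control wells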
Rtt109 Vps75 – inhibitors of C. albicans Rtt109/Vps75 HAT, primary screen, biochemical, ThioGlo CoA-SH fluorescence, plate reader | Histone acetyltransferase RTT109 (Candida albicans (strain SC5314 / ATCC MYA-2876)), … | purified Rtt109/Vps75, 4 h | inhibition, % at 34.9 µM | hit rate 0.16% among 330,000 | AID 540336, 2011;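 active = inhibition of at least 50% in every replicate; inconclusive = best replicate reaches 50% inhibition but some replicates fall short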
Target sequence (Q5AAJ8 whole entry, looked up): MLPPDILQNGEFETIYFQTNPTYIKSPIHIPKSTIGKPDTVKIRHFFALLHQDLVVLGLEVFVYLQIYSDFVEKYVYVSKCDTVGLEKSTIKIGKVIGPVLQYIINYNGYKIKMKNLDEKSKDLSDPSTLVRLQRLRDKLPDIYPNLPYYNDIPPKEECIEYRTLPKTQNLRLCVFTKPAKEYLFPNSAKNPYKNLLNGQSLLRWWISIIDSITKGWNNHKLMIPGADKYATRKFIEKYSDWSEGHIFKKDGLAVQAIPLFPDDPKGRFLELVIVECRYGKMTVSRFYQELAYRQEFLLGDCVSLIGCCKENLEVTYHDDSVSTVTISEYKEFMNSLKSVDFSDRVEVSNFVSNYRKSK
V-ATPase pH – regulators of yeast V-ATPase proton pumping, primary screen, pHLuorin cytosolic pH fluorescence; S. cerevisiae; response, % at 10 µM; hit rate 0.37% among 350,000; AID 504577, 2011; in the data active = response mostly above about 7.3%, no sharp cut-off; inactive = mostly below about 5.4%; also: actives read high; inactives centre near 0; some compounds called inactive have numbers as strong as hits
CDK5 inh – inhibitors of human CDK5/p35 kinase, primary screen, biochemical, single concentration; Recombinant CDK5/p35, ADP-Glo luminescence, 60 min; inhibition, % at 10 µM; Cyclin-dependent kinase 5 (Homo sapiens) + Cyclin-dependent kinase 5 activator 1 (Homo …; hit rate 0.01% among 330,000;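 active = highest replicate inhibition of at least 50% and at least 75% of replicates reaching 50%; inconclusive = only one of the two criteria met; inactive = both criteria failed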;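 also: plate controls were DMSO neutral control for no effect and GW8510 at 10 µM for full effect; many of its hits are not listed in these tables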
dFosB act – activators of delta FosB homodimer, primary screen, biochemical, fluorescence polarization, TAMRA-CDK5 oligo, single point; hit rate 0.99% among 340,000; activation, % at 25 µM; Protein FosB (Mus musculus), P13346; purified delta FosB; percent of positive-control signal above neutral wells;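 active = mean activation above about 17%, with every replicate also reaching it, limit read from the data, passing the limit was not always enough; inconclusive = only one of the two conditions met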;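 also: fluorescence polarization rise as delta FosB binds a TAMRA Cdk5 AP-1 oligo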
Target sequence (P13346 whole entry, looked up): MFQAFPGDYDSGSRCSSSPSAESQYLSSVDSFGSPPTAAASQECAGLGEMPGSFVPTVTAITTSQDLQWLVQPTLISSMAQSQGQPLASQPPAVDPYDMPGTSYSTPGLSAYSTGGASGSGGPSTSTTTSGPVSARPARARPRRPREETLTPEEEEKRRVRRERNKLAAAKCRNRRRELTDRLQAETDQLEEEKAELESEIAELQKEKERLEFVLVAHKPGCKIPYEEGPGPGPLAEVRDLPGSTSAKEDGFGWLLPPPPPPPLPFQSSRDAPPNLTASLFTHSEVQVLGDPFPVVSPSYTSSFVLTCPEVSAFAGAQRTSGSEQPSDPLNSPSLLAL
CAL PDZ FP-2 – CAL PDZ peptide-binding inhibitors, primary screen, biochemical, fluorescence polarization, Cer-tagged CAL PDZ, HTS | purified CAL PDZ, TMR-peptide fluorescence polarization, 1 h | inhibition, % at 20 µM | hit rate 0.02% among 330,000 | AID 504414, 2011;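 active = highest replicate inhibition of at least 40%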;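 also: plate controls were DMSO neutral control wells for no effect and unlabeled competitor peptide control wells for full effect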
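Material – purified CerCALP PDZ construct · Detection – FP readout, S and P plane fluorescence · Measure – percent inhibition from loss of millipolarization · Controls – unlabelled peptide for full inhibition, DMSO wells as neutral · Probe or stimulus – TMR-labelled reporter peptide T*-PRC34 bound in PDZ groove · Times – 1 h at RT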
Starred values were filed as active, the others as inactive; u = inconclusive; x = not tested or not shown.

smiles	cardiac RTF act	CAL PDZ FP-1	Tat transport	MITF act	Wnt act	Rtt109 Vps75	V-ATPase pH	CDK5 inh	dFosB act	CAL PDZ FP-2
CN(C)S(=O)(=O)c1cccc(C(=O)OCC(=O)N2CCCC2=O)c1	-4	x	-8	5	2	-4	-3	0.3	-2	-0.6
CN(CCC#N)C(=O)Cn1nc(Cc2ccncc2)c2ccccc2c1=O	2	x	-3	-14	-2	-8	2	-1.0	-4	0.2
COc1cccc(CN2CCNC(=O)C2CC(=O)NCCc2cccc(C)n2)c1OC (stereo unspecified)	1	-1	-3	20	-5	x	-1	-4.2	-6	-2.0
CCCC[C@@H]1CN=C(N)N1CCc1cccc(F)c1	-3	-2	0	-1	1	-1	1	1.0	3	0.0
COc1ccc(C(=O)Sc2ccc(C)cc2)cc1OC	-3	0	1	35	1	-7	-1	0.2	-6	-2.6
COC(=O)COc1ccc2c(-c3cccc([N+](=O)[O-])c3)cc(=O)oc2c1	-6	0	-8	6	0	0	9	-0.3	-6	0.1
CN1C(=O)c2cccc3c(Cl)ccc(c23)C1=O	13	1	u	-7	-1	-3	0	-0.6	14	-2.7
CCN(CC)C(=O)CSc1nc2c(c(-c3cccnc3)c1C#N)CCCC2	-3	1	-3	-14	3	1	1	0.7	-9	-0.7
CC(C)NC(=O)N(C)C[C@H]1Oc2ccc(NS(=O)(=O)c3ccccc3)cc2C(=O)N([C@H](C)CO)C[C@@H]1C	1	-1	-13	5	-1	0	-3	-1.0	2	0.4
COc1ccc(N(CC(=O)NCc2ccccc2OC)S(=O)(=O)c2ccccc2)cc1	-2	x	7	1	0	14	-9	0.6	-6	-0.3
COC(=O)c1c(NC(=O)/C=C/C(=O)O)sc(C)c1-c1ccc(C(C)C)cc1	-1	-1	3	-15	-3	5	6	-4.9	-8	-1.2
CC(=O)Nc1ccc(NC(=O)CSc2n[nH]c(-c3cccs3)n2)cc1	-3	-4	1	-21	-4	1	0	1.1	2	-3.4
COc1cccc(NC(=O)c2ccnc(N3CCC(C(=O)NCc4cc(OC)ccc4OC)CC3)c2)c1	-2	x	6	-3	x	-9	2	-0.2	-19	-1.9
Cc1ccnc(NC(=O)CCC(=O)N(CC(=O)NCc2ccccc2)Cc2cccs2)c1	-7	1	2	2	-1	-1	-1	-0.5	-2	-0.4
COc1ccc(NC(=O)C2=C(C)C(=O)OC23CCC(C)CC3)c(OC)c1 (stereo unspecified)	0	1	1	2	-2	23	-1	-0.3	3	0.9

Later entries:
smiles	cardiac RTF act	CAL PDZ FP-1	Tat transport	MITF act	Wnt act	Rtt109 Vps75	V-ATPase pH	CDK5 inh	dFosB act	CAL PDZ FP-2
CN(C)S(=O)(=O)c1ccc(S(=O)(=O)N(CC(=O)Nc2ccccc2)Cc2ccco2)cc1	0	x	1	x	x	2	3	-0.8	7	0.8
CC(=O)c1ccc(S(=O)(=O)Nc2cccc(-c3ccc4nncn4n3)c2)cc1	1	-4	6	6	3	-12	-2	1.1	1	-2.3
CCn1c(/N=C/c2ccc(OC)cc2O)nc2ccccc21	-4	-2	-7	-14	2	9	0	-1.4	10	-0.3
CC(C)C[C@H](NC(=O)Nc1ccc(Oc2ccccc2)cc1)C(=O)O	6	-10	-5	9	-3	-4	2	-1.2	0	-0.2
CCOc1ccc(N2CC(C(=O)N3CCc4ccccc43)CC2=O)cc1 (stereo unspecified)	-1	0	2	x	1	5	-3	1.0	-5	-3.7
COc1ccc(CCN2CC(C(=O)NCCc3ccc(C(F)(F)F)cc3)CCC2=O)cc1 (stereo unspecified)	3	2	5	5	-1	0	-2	-1.2	-11	-1.9
C[C@H](CO)N1C[C@H](C)[C@@H](CN(C)S(=O)(=O)c2cccs2)Oc2c(NC(=O)Nc3ccc4c(c3)OCO4)cccc2C1=O	26	1	4	9	-1	4	-5	-5.2	-3	-1.0
Cc1nnc(NC(=O)CSc2ncnc3scc(-c4ccccc4)c23)s1	0	x	-7	-10	x	-2	1	-13	-2	-0.6
Cc1cccc(-c2noc(CCC(=O)N3CCN(c4cc(C)ccc4C)CC3)n2)c1	-2	-2	21	77	1	-2	1	-4.7	-12	-0.8
COc1cccc(NC(=S)N/N=C2\CC(C)(C)Oc3ccc(O)cc32)c1	-3	-3	-2	9	2	2	1	0.0	-11	-2.2
COc1ccc(Cl)cc1C(=O)NNC(=O)c1ccncc1	12	x	6	-1	-1	-29	1	-4.2	-5	1.3
COC(=O)c1sc2nc(SCc3cccc(F)c3)n(N)c(=O)c2c1C	3	x	2	-7	-4	24	3	-0.1	-11	0.0
CCOC(=O)c1cnc2ccc(OC)cc2c1NCCc1ccc(OC)c(OC)c1	3	-2	2	-13	3	-23	-1	1.9	8	-2.4
CCC1(CCC(C)C)SC(N)=NC1=O (stereo unspecified)	-2	x	-7	4	-4	3	4	-7.3	6	-0.8
COc1ccc(NC(=O)c2sc3ncn(CC(=O)N4CCN(c5ccccn5)CC4)c(=O)c3c2C)c(OC)c1	4	-1	-4	11	-2	8	0	0.8	11	-0.7

Other results.
smiles	cardiac RTF act	CAL PDZ FP-1	Tat transport	MITF act	Wnt act	Rtt109 Vps75	V-ATPase pH	CDK5 inh	dFosB act	CAL PDZ FP-2
COc1cccc(NC(=O)C(OC(=O)/C=C/c2ccc3c(c2)OCO3)c2ccccc2)c1 (stereo unspecified)	0	2	2	x	x	-13	11*	0.9	-2	-1.0
C/C(=N\NC(N)=O)c1cccc(Cl)c1	1	-6	0	0	0	4	-3	1.0	1	-1.9
CCCC1C2C(=O)N(c3ccccc3OCC)C(=O)C2ON1c1ccccc1 (stereo unspecified)	11	1	-1	x	-5	-30	3	-0.1	-7	x
NNC(=O)c1ccc(Cn2cc(Cl)cn2)o1	4	x	-5	x	1	-13	-2	-1.0	-1	0.0
NC(=O)c1noc(C(=O)N(CC(=O)NC2CCCC2)Cc2ccc3c(c2)OCO3)c1N	1	-1	-5	-6	-2	-5	0	-2.2	-7	-0.5
CC(C)CCNC(=O)c1ccc2c(c1)ncn2C1CCCC1	0	-2	0	57	3	2	0	0.4	-8	-1.6
Cc1ccc(C)c(NC(=S)NCc2ccc3c(c2)OCO3)c1	-7	-2	-6	2	x	9	2	-4.4	1	-0.6
COC(C(=O)Nc1cc([N+](=O)[O-])ccc1C)c1ccccc1 (stereo unspecified)	11	x	-3	6	-1	3	3	-0.1	-8	-0.9
CCN(CC)CC(=O)NCC1(c2ccccc2)CCOCC1	1	70*	-8	-1	x	2	-4	-1.2	-2	-2.3
C/C(=N\Nc1cccc(Cl)c1)c1ccncc1	-1	-3	-6	78	4	3	-3	1.3	1	-1.3
O=C(c1ccccc1)[C@H]1CC=CC[C@H]1C(=O)O	5	-1	6	-3	x	-4	-1	2.6	-2	-0.2
O=C(COc1ccc(/C=N/NC(=O)c2ccccc2O)cc1)Nc1ccc([N+](=O)[O-])cc1	-10	-1	10	4	-6	-3	4	-0.3	24*	-1.8
Cc1onc(-c2ccccc2Cl)c1C(=O)OCc1nnc(-c2ccccc2)o1	4	-3	12	23	0	-6	-2	-0.9	-13	-1.4
O=C(O)c1cccc(NS(=O)(=O)c2cccc3nsnc23)c1	-4	x	-1	0	-1	8	5	2.0	1	0.3
Cc1c(Cl)ccc2c(C(=O)NCCN3CCCCC3)cc(-c3ccccn3)nc12	0	2	3	-11	0	3	3	0.7	-21	-7.9

The list continues:
smiles	cardiac RTF act	CAL PDZ FP-1	Tat transport	MITF act	Wnt act	Rtt109 Vps75	V-ATPase pH	CDK5 inh	dFosB act	CAL PDZ FP-2
COc1ccc(C(=O)Nc2nc3ccccc3[nH]2)cc1S(=O)(=O)N1CCCC1	2	-2	1	10	5	7	0	0.1	-7	-2.5
COc1ccc(OC)c(-c2cc(C(F)(F)F)c3c(n2)sc2c(O)cc(=O)[nH]c23)c1	8	-5	-8	-7	x	-1	1	-0.9	-7	-6.1
O=C1CCCc2cc3c(ccc4ccccc43)cc21	2	0	2	43	-3	-5	-5	-0.6	-23	-1.1
O=C(COc1ccccc1Cl)N1CCN(c2ccc(F)cc2)CC1	0	0	-2	x	-3	-1	-3	-0.3	-6	x
O=C(CC1C(=O)NCCN1Cc1ccc(Cl)c(F)c1)NCCc1cccnc1 (stereo unspecified)	0	-5	-1	7	1	11	0	1.3	6	-0.3
O=C(CSc1nnc(-c2ccccc2O)n1-c1ccccc1)Nc1cccc(C(=O)O)c1	4	-2	-8	-5	x	-1	5	-5.2	0	-1.1
Cc1ccc(NC(=O)c2cnccn2)cc1S(=O)(=O)N(C)C	4	-3	8	12	5	-1	1	-2.5	6	0.1
C1=NN(c2ccccc2)C=NN1c1ccccc1	0	9	-4	68	-5	-7	1	-1.0	-4	-1.0
Cc1cc(C(=O)COC(=O)c2nc3nccc(C)n3n2)c(C)n1CC1CCCO1 (stereo unspecified)	5	0	4	12	1	-5	4	-1.9	-4	x
CCOc1ccc(OCc2ccc(C(=O)Nc3ccc(Cl)cn3)o2)cc1	-20	-2	13	16	4	-5	6	1.1	-15	-2.3
COc1ccccc1NC(=O)CCn1cccc1	-5	-1	-5	13	-4	-7	-3	1.6	1	-0.1
